SKBR3 24h inh: SK-BR-3 proliferation inhibitors; SK-BR-3 viability, CellTiter-Glo ATP luminescence, 24 h; hits give low values; viability, % at 10 µM; 41,000 compounds, 0.47% hits; AID 847;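 active means viability at or below the median of all test compounds minus 3 SD, in both replicates if run twice, cut at about 45% in these data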;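 further: 100% = median untreated cell wells and 0% = median positive control drug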
Starred values were filed as active, the others as inactive.

Start of the listing, in advance:
SMILES | SKBR3 24h inh
Cc1cc(C)c2cc(CN(CCO)C(=O)Nc3ccc(Cl)cc3)c(=O)[nH]c2c1 | 84
CCOC(=O)CSc1nnc(CNC(=O)c2cc(OC)c(OC)c(OC)c2)n1C | 73

All compounds of this part, from the start:
SMILES | SKBR3 24h inh
Cc1cc(C)c2cc(CN(CCO)C(=O)Nc3ccc(Cl)cc3)c(=O)[nH]c2c1 | 84
CCOC(=O)CSc1nnc(CNC(=O)c2cc(OC)c(OC)c(OC)c2)n1C | 73
O=C(NCC(c1cccnc1)N1CCN(c2ccc(F)cc2)CC1)c1ccc(F)cc1 (stereo not given) | 86
O=C(COc1ccccc1)Nc1ccc(S(=O)(=O)NCc2ccco2)cc1 | 93
COc1ccccc1OCc1ccc(C(=O)Nc2ccncc2)o1 | 117
N#C/C(=C1/CCCCCN1)c1nnc2n1CCCCC2 | 111
COc1cc(Cl)c(C)cc1NC(=O)CSC | 86
Cn1c(=O)[nH]c(=O)c2c1nc(N1CCCCCC1)n2CCSc1nc2ccccc2[nH]1 | 97
Cc1nnc2n(Cc3ccccc3)c(=O)c3c4c(sc3n12)CN(Cc1ccccc1)CC4 | 71
COc1ccc(N2CCN(CCNC(=O)CCS(=O)(=O)c3cccc4nsnc34)CC2)cc1 | 93
CCC(=O)N1CCN(c2ccc(NC(=O)c3cc4ccccc4o3)cc2Cl)CC1 | 91
Cc1ccc(S(=O)(=O)NCC(=O)N(CC(=O)NCc2ccccc2)CC2CCCO2)cc1 (stereo not given) | 80
CCc1ccccc1N(CC)C(=O)c1cn(CC)c(=O)c2cc(OC)c(OC)cc12 | 80
O=C(NCc1ccc2c(c1)OCO2)c1cccs1 | 94
CCCCCOc1ccccc1C(=O)NCCCC(=O)O | 88
CCC(C)[C@H](NC(=O)Nc1cccc(OC)c1)C(=O)OC (stereo not given in full) | 87
CCOC(=O)c1ccccc1NC(=O)Cn1cnc2c(cnn2-c2ccc(OC)cc2)c1=O | 82
CC(C)C12CN3CC(C(C)C)(CN(C1)C3c1ccc3c(c1)OCO3)C2=O (stereo not given) | 90
O=C(Nc1ccccc1N1CCN(c2ccccc2)CC1)c1cccc(F)c1 | 75
CCC(=O)N1CCN(C(=O)CC)C1c1ccccc1 | 96
Cc1ccc(Nc2nc(N)nc(CN3CCN(c4ccccc4F)CC3)n2)cc1 | 83
CS(=O)(=O)N1CCN(CC2CC3C=CC2C3)CC1 (stereo not given) | 90
CC1(C)Cc2c(C#N)c(NCCN3CCOCC3)nc(-c3ccco3)c2CO1 | 101
O=c1/c(=C/c2ccco2)sc2nc(-c3ccccc3Br)nn12 | 82
CCn1cc(C(=O)N2CCN(C(=O)c3ccco3)CC2)c2cc(OC)c(OC)cc2c1=O | 84
Cn1c(=O)c2c(ncn2CC(O)CNc2ccc(Br)cc2)n(C)c1=O (stereo not given) | 82
COc1cccc2cc(C(=O)Nc3cccc(C)n3)c(=O)oc12 | 98
CCOCCn1c(N2CCN(c3ccccc3)CC2)nc2c1c(=O)n(C)c(=O)n2C | 82
O=C(c1ncc[nH]1)c1ccco1 | 117
Cc1ccc(-n2c(CSc3nc(C)cc(C)n3)nnc2SCC(=O)NCc2ccco2)cc1 | 85
CC(C)CNS(=O)(=O)c1ccc(CCC(=O)O)cc1 | 94
CN1CCN(C(=O)c2ccccc2NC(=O)c2cccs2)CC1 | 98
S=c1nc(-c2ccccc2)n(CCN2CCOCC2)c2c1CCCC2 | 99
NC(=O)c1cc(-c2ccccc2)nc(N2CCCCCC2)n1 | 84
CCOc1ccc(CCNC(=O)C2CCCN(S(=O)(=O)c3c(C)n[nH]c3C)C2)cc1OCC (stereo not given) | 91
COc1ccc(C2C(C(=O)Nc3ccccc3)=C(C)Nc3nc(CCCO)nn32)cc1 (stereo not given) | 118
Cc1ccc(-c2nnc3c4ccccc4c(C)nn23)cc1NC(=O)c1ccco1 | 93
O=S(=O)(Nc1ccc(S(=O)(=O)N2CCCCC2)cc1)c1ccc(Br)s1 | 101
NC(CC(=O)OC1CCCCC1)C(=O)OC1CCCCC1 (stereo not given) | 93
O=S(=O)(NC1CCCCC1)c1cccc(-c2nnc(-c3ccccc3)o2)c1 | 72
CCSc1nc2ccccc2n1CC(=O)OC | 100
c1ccc(OCCCn2nnc(-c3ccc(N4CCOCC4)cc3)n2)cc1 | 98
CC(=O)OC(C(=O)NC1CCCCC1)c1ccc(C)cc1 (stereo not given) | 75
O=C(c1cc(-c2ccc3c(c2)OCO3)on1)N1CCOCC1 | 85
COc1ccc(C)cc1S(=O)(=O)N(CC(=O)N1CCCC1)c1ccccc1 | 87
O=C(NC1CSC/C1=N\O)c1ccccc1 (stereo not given) | 116
CCOC(=O)c1c(-c2cccs2)csc1NC(=O)CSc1ncn[nH]1 | 90
CCCOc1ccc(/C(O)=C2\C(=O)C(=O)N(CCCOC)C23C(=O)N(C)c2ccccc23)cc1 (stereo not given) | 102
CCOC(=O)c1ccc(Nc2nc(C)cc(C)c2C#N)cc1 | 88
O=C(O)C1CC=CCC1C(=O)Nc1cccc(C(=O)N2CCCCC2)c1 (stereo not given) | 71
O=C(O)c1oc2ccc(Br)cc2c1-n1cccc1 | 96
CCOC(=O)c1[nH]c2ccc(OC)cc2c1NS(=O)(=O)c1ccc(OC)cc1OC | 79
CCOc1ccc(S(=O)(=O)Nc2cc(Sc3ncn[nH]3)c3oc(=O)sc3c2)cc1 | 88
O=C(CN(CCN1CCOCC1)C(=O)Cn1nnc(-c2ccc(F)cc2)n1)NC1CCCCC1 | 88
CCN(CC)P1(=O)OC(c2cc(OC)c(OC)c(OC)c2)=Nc2c1c(C)nn2-c1ccccc1 (stereo not given) | 104
CC1CCCCN1S(=O)(=O)c1ccc(S(=O)(=O)N2CCN(c3ccc(F)cc3)CC2)cc1 (stereo not given) | 117
Cc1sc2ncnc(OCC(=O)N3CCN(S(=O)(=O)c4ccc(Cl)cc4)CC3)c2c1C | 87
Cc1nc(=O)cc(-c2ccccc2)n1-c1ccccc1 | 81
CCNC(=O)c1nc[nH]c1C(=O)NCC | 95
Cc1cc(=O)[nH]c(SCc2cc(Cl)ccc2OC(F)F)n1 | 95
(next part)
SMILES | SKBR3 24h inh
O=C(O)c1ccc(CNC(=O)c2ccc(Br)o2)cc1 | 94
COc1ccc(C(=O)Cn2c(Br)nc3c2c(=O)n(C)c(=O)n3C)cc1 | 114
COc1ccc2sc(NC(C)=O)nc2c1 | 81
COc1ccc(CC(=O)Nc2c3c(nn2-c2cccc(C)c2C)CS(=O)C3)cc1 (stereo not given) | 77
Cc1onc(-c2ccccc2Cl)c1C(=O)N1CCN(c2nc3ccccc3s2)CC1 | 90
CCOC(=O)N1CCN(Cc2cc(=O)oc3ccc(Cl)cc23)CC1 | 87
COc1cc2c(cc1OC)C(C(=O)Nc1ccc3c(c1)OCCO3)C(c1cccnc1)N(C)C2=O (stereo not given) | 75
Cc1cc(C)n(-c2ccc(C(=O)Oc3ccc4c(c3)OCO4)cc2)n1 | 103
c1nc(N2CCOCC2)c2sc3nc(N4CCOCC4)c4c(c3c2n1)CCCC4 | 91
CCN1CCN(C(=O)CN(c2ccc(C)cc2)S(C)(=O)=O)CC1 | 83
C=CCOc1c(Br)cc(CNn2nnnc2N)cc1OC | 87
COc1ccc(C(c2nnnn2Cc2cccs2)N2CCN(c3ccccc3)CC2)cc1OC (stereo not given) | 82
COc1cccc(-c2nnc(SCC(=O)OC(C)C)n2Cc2ccco2)c1 | 89
O=C(O)CCCC(=O)Nc1ccn(-c2ccccc2)n1 | 90
CCCCCCn1c(-c2ccco2)nc2oc3cc(OC)ccc3c(=O)c2c1=O | 76
CC(C)n1nnnc1SCC(=O)N1CCOCC1 | 82
O=C(CN1CCOCC1)Nc1nc(-c2ccc3c(c2)CCN3S(=O)(=O)c2ccccc2)cs1 | 69
Cc1cc(-c2ccccc2)nc(N2CCC(C(=O)NC(C)C)CC2)n1 | 79
O=C(Cn1c(=O)n(-c2cccc(Cl)c2)c(=O)n1CC(=O)N1CCCCC1)N1CCCCC1 | 112
Cc1ccc2nc3c(cc2c1)c(NC(=O)c1cccnc1)nn3C | 84
CSc1ccccc1NC(=O)CSc1nnnn1-c1ccccc1SC | 88
CN(C)c1ccc(-c2nn3c(-c4cccnc4)nnc3s2)cc1 | 93
COc1ccc(NC(=O)c2ccc(S(=O)(=O)N3CCOCC3)cc2)c(OC)c1 | 110
COC(=O)c1cc(OC)c(OC)cc1NC(=O)c1c(C)noc1C | 89
Cc1cc(C)nc(N2CCCC(C(=O)NCCc3ccccc3F)C2)n1 (stereo not given) | 43*
COC(=O)c1cn(C(C)C(=O)NCc2ccco2)c2ccccc12 (stereo not given) | 74
O=C(c1cc2c(=O)oc3ccccc3c2s1)N1CCN(c2ccccn2)CC1 | 112
c1ccc(Cn2nnnc2C(c2cccnc2)N2CCN(c3ccccc3)CC2)cc1 (stereo not given) | 88
c1ccc(OCc2nn3c(-c4n[nH]c5c4CCC5)nnc3s2)cc1 | 80
O=C1c2sc3nc4c(c(=O)n3c2C(=O)N1c1ccccc1)CCC4 | 97
CCCC(=O)c1c(NC)cc(C)oc1=O | 96
OCCNCCCCCOc1ccc(F)cc1 | 106
Cc1ccc(S(=O)(=O)NCCCC(=O)C=[N+]=[N-])cc1 | 103
CS(=O)(=O)N(CC(=O)NCc1cccnc1)Cc1ccc(Cl)cc1 | 96
Cc1cc2ccccc2n1CCNC(=O)c1ccc(S(=O)(=O)N2CCOCC2)cc1 | 93
Cc1ccc(SCCC(=O)N2CCC(C(N)=O)CC2)cc1 | 95
Cc1nc2ccccn2c1/C(O)=C1\C(=O)C(=O)N(CCN2CCOCC2)C1c1cccnc1 (stereo not given) | 93
COCc1nnc(NC(=O)CSc2ccccc2)s1 | 102
O=C(CCCNS(=O)(=O)c1cccs1)N1CCN(c2ccc(F)cc2)CC1 | 76
COc1cccc(C2C(C(=O)c3ccc(C)o3)=C(O)C(=O)N2CCCN(C)C)c1 (stereo not given) | 78
CCc1nc2ccccc2n(CCOCCOCCn2c(=O)c(CC)nc3ccccc32)c1=O | 60
CCC(NC(=O)Nc1ncccc1C)(C(F)(F)F)C(F)(F)F | 90
Cc1nc2ccccc2nc1OCC(=O)N1CCN(c2ccccc2)CC1 | 78
Fc1ccc(-c2nc3n(n2)Cc2ccccc2-3)cc1 | 71
COC(=O)c1[nH]nc2c1C(=O)N(Cc1ccccc1)C2=O | 102
CCOCCSC1=C(C#N)C(c2cccs2)C(C(C)=O)=C(C)N1 (stereo not given) | 80
CCCCn1c(NC(=O)c2ccccc2Cl)c(C#N)c2nc3ccccc3nc21 | 86
Oc1c(C=NCc2ccncc2)sc2ccccc12 | 130
CC1(C(=O)N(CC(=O)NC2CCCC2)Cc2ccco2)CC(=O)N=C2C=CC=CN21 (stereo not given) | 81
CCOc1ccccc1C(=O)NCCCn1ccnc1 | 90
CCOC(=O)c1ccc(N2C(=O)CC(Sc3nnc(C)s3)C2=O)cc1 (stereo not given) | 78
Cc1ccc(C(=O)NC(Cc2c[nH]c3ccccc23)C(=O)O)o1 (stereo not given) | 90
COc1ccccc1-c1noc(-c2cccnc2)n1 | 67
CC(=O)N1CCN(c2ccc(NC(=O)COc3ccc(Cl)cc3Cl)cc2)CC1 | 79
Cc1c(C)[n+](=O)c2c(n1[O-])CCC2 | 84
Cc1ccc(S(=O)(=O)N2CCN(C(=O)N3CCOCC3)C2c2ccc(N(C)C)cc2)cc1 (stereo not given) | 97
Cc1cc(NC(=O)c2ccccc2F)n(-c2nc3ccccc3[nH]2)n1 | 89
COc1cccc(C(=O)N(Cc2cc3cc(C)ccc3[nH]c2=O)CC2CCCO2)c1 (stereo not given) | 63
Cc1ccc(NC(=O)N2CCCC2C(=O)NCCC2=CCCCC2)cc1 (stereo not given) | 98
COc1cccc(N2CCN(C3CC(=O)N(c4ccc(Cl)c(Cl)c4)C3=O)CC2)c1 (stereo not given) | 89

Fetched by structure from the entries so far, seven records:
SMILES | SKBR3 24h inh
Cc1cc(NC(=O)c2ccccc2F)n(-c2nc3ccccc3[nH]2)n1 | 89
CCCCn1c(NC(=O)c2ccccc2Cl)c(C#N)c2nc3ccccc3nc21 | 86
COc1cccc(N2CCN(C3CC(=O)N(c4ccc(Cl)c(Cl)c4)C3=O)CC2)c1 (stereo not given) | 89
CCOc1ccccc1C(=O)NCCCn1ccnc1 | 90
CCOC(=O)c1ccc(N2C(=O)CC(Sc3nnc(C)s3)C2=O)cc1 (stereo not given) | 78
Cc1ccc(C(=O)NC(Cc2c[nH]c3ccccc23)C(=O)O)o1 (stereo not given) | 90
CC1(C(=O)N(CC(=O)NC2CCCC2)Cc2ccco2)CC(=O)N=C2C=CC=CN21 (stereo not given) | 81

Remaining list, next part:
SMILES | SKBR3 24h inh
CC(=O)c1ccc(N2CCN(C(=O)c3ccc4c(=O)n(-c5ccccc5)c(=O)[nH]c4c3)CC2)cc1 | 104
COC(=O)C1=C(C)NC2=C(C(=O)CCC2)C1c1cccs1 (stereo not given) | 83
CCOCCCNC(=O)C(NC(=O)CC1NC(=O)NC1=O)c1ccc(Cl)cc1 (stereo not given) | 44*
CC(=O)OCC(=O)NCc1ccc2c(c1)OCO2 | 121

A portion of the results above, as a working copy:
SMILES | SKBR3 24h inh
COC(=O)C1=C(C)NC2=C(C(=O)CCC2)C1c1cccs1 (stereo not given) | 83
CCOCCCNC(=O)C(NC(=O)CC1NC(=O)NC1=O)c1ccc(Cl)cc1 (stereo not given) | 44*
CC(=O)OCC(=O)NCc1ccc2c(c1)OCO2 | 121

From PubChem BioAssay

A portion of the library (hit frequency here may not be typical).
